# RMI FANCM FP: inhibitors of human RMI core complex binding to FANCM MM2. AID 1159607. 0.58% of 70,000 active. FP signal (polarization) at 33 µM. Fluorescence polarization, RMI core complex with F-MM2 peptide; hits give low values; in the data active = FP signal below about 40; note: inactives centre near 61; strong numbers were not always called active; unit not given here
# * = called active by the depositor; & = joins results of further samples. A portion of the library; the hit share may differ from the screen's.
SMILES,RMI FANCM FP
O=C(Cc1ccc(F)cc1)Nc1ccc2c(c1)N(C(=O)c1ccco1)CC2,71
NS(=O)(=O)c1ccc(CCNC(=O)Cc2cc(-c3cccs3)on2)cc1,66
COc1ccc(OC)c(SCC(=O)O)c1,59
CC(C)(C)C1=NN(c2ccc([N+](=O)[O-])cc2)C(c2ccccc2)C1 (configuration not stated),53
CCOc1ccc(C(=O)NCC2(c3cccs3)CCCC2)cc1,72
CN(C)c1ccc(CCCNS(=O)(=O)c2ccccc2F)cc1,72
CN(C)CCCN(C(=O)c1ccc(S(=O)(=O)N2CCc3ccccc32)cc1)c1nc2ccc(F)cc2s1,156
CC(C)(C)OC(=O)N1CCN(CCNC(=O)Nc2cc(Cl)cc(Cl)c2)CC1,55
O=C(CSc1nnc(-c2ccccc2)o1)Nc1nsc(-c2ccccc2)n1,87
CSc1ccc2c(c1)C(N1CCN(C)CC1)Cc1ccccc1S2 (configuration not stated),77&67
CC(=O)N1CCc2ccc(NC(=O)c3c(-c4c(Cl)cccc4Cl)noc3C)cc21,54
CCCN1C(=O)C(C)(C)COc2ccc(NS(=O)(=O)c3cccc(C)c3)cc21,69
Cc1ccc(Nc2nc(NCc3ccco3)nc3nccnc23)cc1,56
Cc1cc(C)n(-c2nc3c(c(=O)[nH]c(=O)n3C)n2Cc2cccc3ccccc23)n1,57
Cc1cc(C(=O)n2nnc3ccccc32)ccc1[N+](=O)[O-],57
O=C(NCCOc1ccccc1)c1ccccc1C(F)(F)F,65
CSc1ccc2nc(Nc3nc4ccc(NC(C)=O)cc4s3)sc2c1,66
CSC(=S)N(C)NC(=O)Nc1cccc(Cl)c1,39
O=C(N1CCCCC1)n1ccnc1,58
CC(C)(C)NC(=O)NC(=O)c1ccc(Oc2ccc(C(F)(F)F)cc2[N+](=O)[O-])cc1,61
CC(=O)c1ccc(NC(=O)CN2C(=O)CCC2=O)cc1,53
CC(=O)N1CCCC(c2nnc(-c3ccc4c(c3)OCO4)o2)C1 (configuration not stated),64
O=C(NCCOc1ccc(F)cc1)c1ccc(S(=O)(=O)N2CCCC2)cc1,60
NC1CCS(=O)(=O)C1 (configuration not stated),61
CCC(=O)Nc1ccc(-c2nnc(C(F)(F)F)o2)cc1C,55
NS(=O)(=O)c1ccc(CCNC(=O)c2cnc3n(c2=O)CCS3)cc1,61
CS(=O)(=O)c1ccc(NC(=O)C2(c3ccc(Cl)cc3)CCCC2)cc1,65
CCCS(=O)(=O)N1CCCc2cc(N)ccc21,69
Cc1ccc(S(=O)(=O)c2nc(-c3ccccc3)oc2SCC(N)=O)cc1,65
CCCCCCCCCCCCCCOS(=O)(=O)c1cc(OC)ccc1OC,49
CSc1nc2cc(C)nn2c(-c2ccc(C(C)(C)C)cc2)c1C#N,59
CCOC(=O)c1sc2nc(NC(=O)c3cc(=O)c4ccccc4o3)sc2c1C,56
CC(C)(C)C(=O)Nc1ccc(C23CC4CC(CC(c5ccccc5)(C4)C2)C3)cc1,73
O=C(Nc1ccc2c(c1)OCCCO2)Nc1cc2ccccc2s1,54
Cc1cc(-c2nnc(NC(=O)c3ccc(S(C)(=O)=O)cc3)o2)nn1C,70
Cc1ccc(S(=O)(=O)Nc2ccc3c(c2)CN(C(=O)c2ccco2)CC3)c(C)c1,69
COc1ccccc1-c1ccc(N2CCN(S(=O)(=O)c3cccc(Cl)c3)CC2)nn1,74
O=C(CSc1nnnn1-c1ccccc1)c1ccc2ccccc2c1,82
COc1ccc(-c2nc(NC(=O)c3cc(=O)c4ccccc4o3)sc2C)cc1,59
CN1CCN(C(CNS(=O)(=O)c2ccc(Cl)s2)c2ccc3c(c2)CCN3C)CC1 (configuration not stated),62

# Single entries from the entries so far.
# COc1ccccc1-c1ccc(N2CCN(S(=O)(=O)c3cccc(Cl)c3)CC2)nn1 in RMI FANCM FP is listed with 74
# COc1ccc(-c2nc(NC(=O)c3cc(=O)c4ccccc4o3)sc2C)cc1 in RMI FANCM FP is listed with 59

# Reformatted as tab-separated lines: entries from further up.
molecule	RMI FANCM FP
O=C(N1CCCCC1)n1ccnc1	58
CC(C)(C)NC(=O)NC(=O)c1ccc(Oc2ccc(C(F)(F)F)cc2[N+](=O)[O-])cc1	61
CC(=O)c1ccc(NC(=O)CN2C(=O)CCC2=O)cc1	53
CC(=O)N1CCCC(c2nnc(-c3ccc4c(c3)OCO4)o2)C1 (configuration not stated)	64
O=C(NCCOc1ccc(F)cc1)c1ccc(S(=O)(=O)N2CCCC2)cc1	60
NC1CCS(=O)(=O)C1 (configuration not stated)	61
CCC(=O)Nc1ccc(-c2nnc(C(F)(F)F)o2)cc1C	55
NS(=O)(=O)c1ccc(CCNC(=O)c2cnc3n(c2=O)CCS3)cc1	61
CS(=O)(=O)c1ccc(NC(=O)C2(c3ccc(Cl)cc3)CCCC2)cc1	65
CCCS(=O)(=O)N1CCCc2cc(N)ccc21	69
Cc1ccc(S(=O)(=O)c2nc(-c3ccccc3)oc2SCC(N)=O)cc1	65
CCCCCCCCCCCCCCOS(=O)(=O)c1cc(OC)ccc1OC	49
CSc1nc2cc(C)nn2c(-c2ccc(C(C)(C)C)cc2)c1C#N	59
CCOC(=O)c1sc2nc(NC(=O)c3cc(=O)c4ccccc4o3)sc2c1C	56
CC(C)(C)C(=O)Nc1ccc(C23CC4CC(CC(c5ccccc5)(C4)C2)C3)cc1	73
O=C(Nc1ccc2c(c1)OCCCO2)Nc1cc2ccccc2s1	54
Cc1cc(-c2nnc(NC(=O)c3ccc(S(C)(=O)=O)cc3)o2)nn1C	70
Cc1ccc(S(=O)(=O)Nc2ccc3c(c2)CN(C(=O)c2ccco2)CC3)c(C)c1	69
COc1ccccc1-c1ccc(N2CCN(S(=O)(=O)c3cccc(Cl)c3)CC2)nn1	74
O=C(CSc1nnnn1-c1ccccc1)c1ccc2ccccc2c1	82

# (cont.)
SMILES,RMI FANCM FP
Cc1nn(CC(O)COc2ccc(C(=O)c3ccccc3)cc2)c(C)c1Cl (configuration not stated),59
CCCN(CCC)S(=O)(=O)c1ccc(C(=O)NCc2n[nH]c(=S)n2-c2ccc(Cl)c(Cl)c2)cc1,64
COc1ccc(CNC(=O)Cc2cc(=O)[nH]c(SCc3ccc(F)cc3)n2)cc1,63
Cc1ccc(SCCCC(=O)O)cc1,68
O=C1/C(=C/c2ccco2)COC/C1=C\c1ccco1,74
O=C(CSc1nnc(COc2ccccc2)o1)Nc1nccs1,61
O=C(Nc1ccc(F)cc1)Nc1ccc(CN2CCN(c3ccccn3)CC2)cc1,67
CC(C)Cn1c(SCc2ccccc2)nc2cc(C(=O)NC(C)C)ccc2c1=O,64
COCC(=O)Nc1ccc2c(c1)N(C)C(=O)C(C)(C)CO2,71
Cc1[nH]c2ccccc2c1Sc1ccc(Cl)cc1,53
CN(C)CCN(C(=O)c1ccc(Br)s1)c1nc2c(Cl)cccc2s1,76
OCCNC(=S)Nc1ccc(Cl)cc1,56
Cc1cccc(-c2nc(Cn3c(=O)n(C(C)C)c(=O)c4ccccc43)c(C)o2)c1,60
CSc1cccc(NC(=O)CC2CCCCN2S(=O)(=O)c2ccccc2)c1 (configuration not stated),70
CC1=NN(CCN2CCN(c3ccccc3F)CC2)c2nc3c(c(=O)n(C)c(=O)n3C)n2C1C (configuration not stated),54
COc1ccc(Cl)cc1NC(=S)N1CCc2ccccc2C1,58
O=C(O)CCC(C(=O)O)N1C(=O)c2ccccc2C1=O (configuration not stated),58
CCSc1ccc(C(=O)Nc2c(C(N)=O)oc3ccccc23)cc1,57
O=C(CC1SC(=Nc2cccc(Cl)c2)NC1=O)Nc1ccc(N2CCOCC2)cc1 (configuration not stated),56
O=C(CSc1nc(=O)n(Cc2ccco2)c2c1CCCC2)Nc1ccc2c(c1)OCCO2,57
COc1ccc(Cl)cc1S(=O)(=O)NCCCN1CCN(c2ccccc2)CC1,58
Cc1nnc(NC(=O)Cc2csc(Nc3ccc(OC(F)(F)F)cc3)n2)s1,68
O=C(CN1CCN(Cc2nc(-c3ccc(F)cc3)cs2)CC1)NCc1ccc(F)cc1,60
O=[N+]([O-])c1ccc(/C=N\Nc2nccc(-c3cccnc3)n2)cc1,62
O=C(c1ccc(-n2cccn2)cc1)N1CCc2ccccc2C1,60
CC(C)(C)C(=O)Nc1nc(-c2ccc3c(c2)OCCO3)cs1,69
O=c1c2nccnc2n(Cc2cccc(C(F)(F)F)c2)c(=O)n1Cc1ccc(F)cc1,122
O=C(CCN1C(=O)c2ccccc2C1=O)NNC(=O)c1ccc(Cl)cc1Cl,60
Cc1c(C(=O)OCc2ccc(Cl)cc2)nnn1-c1ccc(Br)cc1,65
O=C1C(=O)N(CN2CCN(C(=O)c3ccco3)CC2)c2ccccc21,52
Cc1ccc(NC(=O)Cn2cnc3ccccc32)cc1C,80
Cc1noc(C)c1-c1nc(CS(=O)(=O)c2ccccc2)no1,54
COCCOc1ccc(NC(=O)c2ccc(Cl)c(Cl)c2)cc1,64
CCN(CC)C(=O)N1CCN(c2ccc(Cl)c(Cl)c2)CC1,67
CC(C)(C)C(=O)Nc1c2c(nn1-c1ccc(F)cc1)CS(=O)(=O)C2,59
O=C(C1CCCCC1)N1CCN(c2ccc(-c3ccccc3)nn2)CC1,65
COc1ccc(-c2nc(CSc3nc4ccccc4c(=O)n3C3CCCC3)c(C)o2)cc1,62
COc1ccccc1-c1nnc(NC(=O)C2CC(=O)N(c3ccc(F)cc3)C2)o1 (configuration not stated),69
CCN(CC)CCN(C(=O)c1ccc(C)cc1)c1nc2ccc(C)cc2s1,93
COc1cc(C(=O)N2C(C)CCCC2C)cc(OC)c1OC (configuration not stated),54
O=C(CS(=O)(=O)c1cn(Cc2ccccc2Cl)c2ccccc12)Nc1ccc(F)cc1,108
COc1ccc(C2=NN(C(=O)CSc3nnc(CNC(=O)c4ccco4)n3-c3ccccc3OC)C(c3ccc(F)cc3)C2)cc1 (configuration not stated),101
Cn1ccc(NS(=O)(=O)c2ccc(N3C(=O)c4ccccc4C3=O)cc2)n1,55
Cc1cc(C)cc(S(=O)(=O)c2cc3cc(Br)ccc3oc2=O)c1,58
Cc1nc(C(F)(F)F)c(C(=O)NNc2ncc(Cl)cc2C(F)(F)F)s1,51
CCOc1ccc(-c2ccc(=O)n(CCCC(=O)Nc3cccc(C(F)(F)F)c3)n2)cc1,67
Cc1cc(NC(=O)C(=O)NCc2ccsc2)no1,68
N#C/C(=N/Nc1ccc(C(F)(F)F)cc1[N+](=O)[O-])C(N)=O,56
Cc1nc(C)n(CC(O)COc2ccc3c(c2)CCC3)n1 (configuration not stated),68
CC(C)N1CCC(CNS(=O)(=O)c2ccc(F)cc2F)CC1,69

# Next structures:
SMILES,RMI FANCM FP
CC(C)(Oc1ccc(CCNC(=O)c2ccc(Cl)cc2)cc1)C(=O)O,57&62
COc1cccc(C(=O)N2CCN(c3oc(/C=C/c4cccs4)nc3C#N)CC2)c1,62
O=S(=O)(c1cccs1)N1CCCC(C(F)(F)F)C1 (configuration not stated),63
O=C(CCc1csc(NC(=O)NC2CCCCC2)n1)NCCc1ccc(F)cc1,62
CC(=O)n1ccc(-c2cccc([N+](=O)[O-])c2)n1,54
Cn1nccc1C(=O)N(CC1CCCO1)c1nc2ccccc2s1 (configuration not stated),68
CC(=O)Nc1cc(C)c(Br)cc1[N+](=O)[O-],55
NNC(=O)Cc1ccsc1,53
COC(=O)c1c(NC(=O)c2ccnn2C)sc2c1CCC2,77
COc1cccc(CCNC(=O)Cc2csc(NC(=O)c3ccccc3)n2)c1,59
O=C1/C(=C/c2cccc(Cl)c2)CSc2sccc21,51
O=C(NNC(=O)C(F)(F)Sc1ccccc1)c1ccsc1,54
COc1cccc(-c2nnc(Nc3nc4cc(OC)ccc4s3)o2)c1,72
O=C(CNC(=O)c1cc(Cl)ccc1Cl)N/N=C\c1cccs1,62
Cc1csc2sc(C(=O)CC(=O)C(F)(F)F)c(C)c12,52
Cc1ccc(N2CC(NC(=O)N3CCC4(CC3)OCCO4)CC2=O)cc1C (configuration not stated),57
CCc1nnc2c(=O)n(-c3cccc4ccccc34)ccn12,49
CC(C)Sc1ccc2nn(CC(=O)Nc3ccc(Cl)cc3F)c(=O)n2n1,65
Cn1nc(C2CC2)cc1NC(=O)Nc1csc2ccccc12,55
COc1cccc(NC(=O)NCCN2CCN=C2C)c1,56&54
Cc1c(Cl)ccc2sc(N(Cc3ccccn3)C(=O)c3ccn(C)n3)nc12,65
COc1ccc(C(=O)CSc2nnc(C)c3cnn(-c4ccccc4OC)c23)cc1,71
COc1cc(/C=C/C(=O)N2CCC=CC2=O)cc(OC)c1OC,64
COc1ccc(S(=O)(=O)NCCn2ncccc2=O)c(OC)c1,62
Cc1n[nH]c(C)c1S(=O)(=O)NCCOc1ccc(-c2ccc(F)cc2)nn1,55
COc1ccc(-n2nc3c(c2NC(=O)C(=O)NCc2cccs2)CS(=O)(=O)C3)cc1,56
O=C(COc1ccc(Cl)cc1)N(CCCn1ccnc1)c1nc2c(F)cccc2s1,74
O=c1cc(CSc2ccccc2)c2ccc(O)cc2o1,55
Cn1c(=O)c2c(O)cc(=O)n(C)c2n(C)c1=O,55
COc1ccc(C)c2sc(N(CCN(C)C)C(=O)CCOc3ccccc3)nc12,111
Cc1ccc(-n2ncc(-c3nn[nH]n3)c2N)cc1,57
O=C(Cc1ccccc1Cl)N1CCN(c2ccc(-c3ccc4c(c3)OCO4)nn2)CC1,82
OC(c1ccccc1)c1ccc2ccccc2c1 (configuration not stated),52
CC1(C)COc2ccc(NS(=O)(=O)c3ccc(Br)cc3)cc2NC1=O,61
O=C(NNC(=S)NC1CC2C=CC1C2)c1ccco1 (configuration not stated),57
O=C(COC(=O)c1cc(=O)[nH]c2ccccc12)c1ccc(Cl)cc1,60
CC(C)(C)c1ccc(S(=O)(=O)NCc2ccc(C(=O)N3CCN(c4ccccc4)CC3)cc2)cc1,67
c1cncc(CSc2nnc(-c3ccco3)o2)c1,73
O=C(CC1CSc2nc3c(c(=O)n21)CCC3)N1CCc2ccccc21 (configuration not stated),65
CCn1nc(C)cc1C(=O)Nc1nnc(-c2ccc(C)cc2C)o1,67
Fc1ccc(-c2ccc(SCc3ccccn3)nn2)cc1,59
O=C(NCc1ccco1)c1cc(C2CC2)n(C2CCS(=O)(=O)C2)n1 (configuration not stated),57
O=C1CS/C(=C/C(=O)c2cccs2)N1,66
Cc1ccc(C)c(OCCn2c(C3CC(=O)N(Cc4ccccc4)C3)nc3ccccc32)c1 (configuration not stated),60
CC(C)(C)NC(=O)NCC(c1ccsc1)N1CCc2ccccc2C1 (configuration not stated),74
COc1ccc(CCNC(=O)Cn2c(-c3ccccn3)nc3ccccc32)cc1OC,61
CN(C)c1ccc(C(CNC(=O)C(=O)Nc2cc(F)ccc2F)N2CCCC2)cc1 (configuration not stated),57
